Screening results (PubChem)
N370S GC – N370S glucocerebrosidase modulation, Gaucher chaperone candidate. P04062. N370S GC spleen homogenate, 4MU-glucoside fluorescence. Potency, µM (top dose mostly 59.4 µM), without a hit: at the highest dose activity change, negative = inhibition, actives largely listed as inhibitors. 330,000 compounds, 0.092% hits;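 further: 0% = full enzyme activity and -100% = no enzyme basal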
TDP1 block – blocks human tyrosyl-DNA phosphodiesterase 1; Potency, µM (doses to about 130 µM), inactives show at the top dose activity change, negative = inhibition, actives largely listed as inhibitors; AID 485290; 350,000 compounds, 0.28% hits; Q9NUW8; recombinant TDP1, AlphaScreen DNA substrate cleavage; further: nearly all actives have a fitted effect of over 40% in size
Target sequence (Q9NUW8 whole entry, looked up): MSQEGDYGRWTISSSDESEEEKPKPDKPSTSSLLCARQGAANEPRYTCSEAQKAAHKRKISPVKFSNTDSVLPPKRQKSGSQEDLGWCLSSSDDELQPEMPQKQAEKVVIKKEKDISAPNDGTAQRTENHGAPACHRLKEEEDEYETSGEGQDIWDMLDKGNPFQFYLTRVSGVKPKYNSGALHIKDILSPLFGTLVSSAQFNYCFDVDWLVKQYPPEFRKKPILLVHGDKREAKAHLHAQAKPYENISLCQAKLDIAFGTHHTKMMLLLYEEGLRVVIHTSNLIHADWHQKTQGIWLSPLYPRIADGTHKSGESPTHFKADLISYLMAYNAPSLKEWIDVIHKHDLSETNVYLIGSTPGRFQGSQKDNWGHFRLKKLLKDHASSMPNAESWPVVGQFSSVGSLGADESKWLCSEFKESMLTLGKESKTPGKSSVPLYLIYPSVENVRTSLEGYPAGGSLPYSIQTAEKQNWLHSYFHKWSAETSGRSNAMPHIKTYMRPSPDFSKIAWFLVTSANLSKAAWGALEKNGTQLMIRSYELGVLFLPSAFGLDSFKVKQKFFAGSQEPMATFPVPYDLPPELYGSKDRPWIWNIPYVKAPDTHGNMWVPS
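Steps: enzyme plus compound, 15 min RT; add biotin/phosphotyrosine-FITC oligonucleotide (15 nM final), react 5 min; add donor/acceptor beads (10 ug/ml final), 10 min; read AlphaScreen. Tdp1 at 1 nM final.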
TDP1 cell noCPT – qHTS for Inhibitors of human tyrosyl-DNA phosphodiesterase 1 (TDP1): qHTS in cells in absence of CPT; Potency, µM (highest dose often 46.2 µM), for inactives: at the top dose activity change, negative = growth inhibition, actives largely listed as inhibitors; 420,000 compounds, 15% hits; DT40 Tdp1-/- hTDP1 cells, no CPT, ATP luminescence, 48 h; further: nearly all actives have a fitted effect of over 55% in size
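Chicken DT40 Tdp1-/- cells complemented with human TDP1, screened without camptothecin (DMSO vehicle only), 400 cells/well. Compounds pin-transferred, cells incubated at 37 °C for at least 48 hr. Growth read as ATP-dependent luminescence (CellTiter-Glo, 30 min at RT).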
Numbers without * were called inactive; ? = inconclusive; . = not tested or not shown; & = joins results of further samples; [ ] = remark or other dose. The call rests on the fitted dose curve; in most records, active means well fitted curve in the direction sought with a large enough effect; inconclusive means small, poorly fitted or top-dose-only effect, or another doubt; inactive means no such curve, though single readings can be large; an effect the other way counts as inactive or inconclusive. Unless noted, on the % scale 0 is the no-effect control and ±100 the full control effect; potency means the concentration at half of the fitted maximal effect. An excerpt (hit frequency here may not be typical).

SMILES | N370S GC | TDP1 block | TDP1 cell noCPT
COc1cc(OC)cc(C(=O)/C=C2\Sc3ccccc3N2C)c1 | 7.7% | . | 0.1%
COc1ccc(CN(C(=O)CSc2nnc(-c3ccc(F)cc3)o2)c2ccc(F)cc2)cc1 | 0.9% | -1.0% | 20.6µM*
CC12CCC(=O)N1C(C(=O)O)Cc1c2[nH]c2ccccc12 (stereo not given) | 1.0% | 1.0% | -11.9%
Nc1c(C(=O)O)sc2nc(-c3ccccc3)cc(-c3ccccc3)c12 | -2.0% | 0.0% | -15.9%
O=C(NCc1ccco1)c1cc2cc3ccc(Cl)cc3nc2o1 | 3.2% | 4.5% | ?
Cc1ccc(C2(C)NC(=O)N(CC(=O)Nc3cc(S(=O)(=O)N4CCOCC4)ccc3C)C2=O)cc1 (stereo not given) | 7.3% | 2.7% | -18.0%
Cc1cc(C(=O)Nc2nc3c(C)cccc3s2)c(C)o1 | -0.4% | 4.2% | -27.2%
CCN(CC)S(=O)(=O)c1cccc(C(=O)OCC(=O)c2ccc3c(c2)NC(=O)CO3)c1 | 3.2% | 2.6% | -5.4%
CC1CC(C)CN(C(=O)C2CC(=O)N(c3ccc(F)cc3)C2)C1 (stereo not given) | -11.0% | 4.2% | -1.2%
Cc1ccc(S(=O)(=O)N(CC(=O)NCC2CCCO2)c2cccc([N+](=O)[O-])c2)cc1 (stereo not given) | 4.0% | 8.1% | 1.8%
COc1cc(CN2CCCCCC2)cc([N+](=O)[O-])c1O | -21.3% | . | 15.1%
O=C(CCn1c(=O)[nH]c2ccccc2c1=O)N1CCN(c2cccc(C(F)(F)F)c2)CC1 | -9.8% | 4.9% | 18.4µM*
COc1ccc(C2/C=C\CN(C(=O)C3CC3)[C@H](Cc3ccccc3)C(=O)N2Cc2ccc(F)cc2)cc1 (stereo not given in full) | 16.1% | 3.5% | 23.1µM*
CC(=O)Nc1cc(NC(C)=O)cc(C(=O)OC(C)C(=O)Nc2ccc(S(=O)(=O)N3CCCC3)cc2)c1 (stereo not given) | 0.7% | -15.7% | -14.3%
CN(C)S(=O)(=O)c1ccc(NC(=O)CN2CCOCC2)cc1 | -0.3% | 2.5% | -4.7%
C/C(CC(=O)Nc1cccc(Cl)c1Cl)=N\NC(=O)C(=O)NC1CCCCC1 | -9.0% | 0.4% | 7.1%
COc1cc(N)c(C(O)c2nccc3cc(OC)c(OC)cc23)cc1OC (stereo not given) | -11.9% | . | ?
CC1(C)OC(=O)N(c2ccccn2)C1(C)O (stereo not given) | 4.5% | -3.9% | -6.7%
Cc1ccc(S(=O)(=O)N2CCC(C(=O)Nc3nnc(C45CC6CC(CC(C6)C4)C5)s3)CC2)cc1 | 6.3% | 3.9% | .
Cc1cccc(NC(=O)c2sc(NC(=O)c3ccco3)c(C#N)c2C)c1C | -16.6% | 1.0% | ?
Cc1ccc(OCCCn2ccnc2)c([N+](=O)[O-])c1 | -1.4% | 4.5% | -17.2%
Cc1[nH]c2ccccc2c1C(=O)CSC(=S)N(C)C | 19.2% | 3.2% | ?
O=C1CSC(=Nc2ccc(O)cc2)N1c1ccc(O)cc1 | -4.0% | 3.4% | 9.2%
CC(=O)c1nc(N2C(=O)CC(Cc3cccc(C)c3)C2=O)sc1C (stereo not given) | 9.0% | 2.0% | 7.2%
Cc1ccc(-n2ncc3c(NNC(=O)c4ccco4)ncnc32)c(C)c1 | -8.0% | 3.7% | -10.8%
C=CCNC(=S)Nc1cc(C)ccn1 | 10.9% | 1.1% | ?
Cc1nn2c(=O)cc(COC(=O)c3ccc(S(=O)(=O)N4CCCCC4)cc3)nc2s1 | -7.5% | 5.1% | 0.0%
COn1c(SCC(N)=O)nc2ccccc2c1=O | 6.9% | -7.7% | 3.1%
CC(=O)NC(NC(=S)Nc1ccc(S(N)(=O)=O)cc1)C(Cl)(Cl)Cl (stereo not given) | 4.8% | 0.0% | -9.2%
CC(C)C(NS(=O)(=O)c1ccccc1F)C(=O)N1CCc2ccccc2C1 (stereo not given) | -2.3% | 11.5% | -15.3%
O=S(=O)(CCc1ccccc1)N1CCOCC1 | 4.0% | 2.9% | -20.3%
CCCN(c1ccc(C)cc1)c1nc(=O)c2cccnc2s1 | -3.7% | 12.3% | 18.4µM*
COC(=O)c1csc(S(=O)(=O)N2CCCCC2)c1OC | 3.7% | 0.0% | -2.9%
COc1ccc(NC(=S)NC(=O)/C=C/c2ccc(F)cc2)cc1 | -5.2% | . | 16.7%
COc1ccc(CCNC(=O)COC(=O)C2CC2)cc1 | 2.2% | 0.0% | 0.2%
Cc1cccc(NC(=O)N2CCCC2C(=O)NCc2ccccc2)c1 (stereo not given) | -10.1% | . | ?
COc1ccc(/C(N)=N/OC(=O)COc2ccccc2Cl)cc1 | -8.6% | -1.3% | -10.7%
Cc1sc2nc(C3CC3)nc(SCC(=O)N3CCc4ccccc4C3)c2c1C | 11.2% | 2.8% | 20.6µM*
COc1ccc(C2=NN(C(=S)Nc3ccccc3)C(c3ccccc3)C2)cc1 (stereo not given) | 4.3% | 2.2% | 18.4µM*
O=C(CCSc1nnc(-c2ccc(O)cc2)o1)N1CCOCC1 | 1.3% | 0.0% | -10.6%
CSc1ccc(CCNC(=O)CS(=O)(=O)Cc2nc(-c3ccccc3F)oc2C)cc1 | -7.9% | -0.1% | -25.8%
c1ccc(-c2ccc(N3CC[C@@]4(CCCNC4)C3)cc2)cc1 | -20.6% | . | 20.6µM*
O=C(Nc1nnc(SCc2ccccn2)s1)C1CC(=O)N(c2ccc(F)cc2)C1 (stereo not given) | 3.6% | 3.9% | -17.8%
O=C(Nc1cc(C(F)(F)F)ccc1Cl)c1cc(-c2ccc3c(c2)OCCO3)on1 | . | 0.5% | ?
COC(=O)c1ccc(C2c3c(oc4cc(C)c(C)cc4c3=O)C(=O)N2c2ccccn2)cc1 (stereo not given) | . | -2.1% | -2.5%
CCN1C(=NCCOC)N[C@@H](c2cccs2)C(C(=O)OC)=C1C | -12.8% | . | -19.5%
CN(Cc1c(F)cccc1Cl)c1ccc(S(=O)(=O)N2CCOCC2)cn1 | 2.4% | -4.1% | ?
COc1cc(NC(=O)CCN2CCOCC2)cc(OC)c1 | -3.6% | . | 2.9%
CCSc1ncc(Cl)c(C(=O)Nc2ccccc2F)n1 | -2.5% | 3.6% | -15.1%
Cc1cccc(C)c1NC(=O)COC(=O)c1ccc([N+](=O)[O-])o1 | 6.0% | 8.1% | -17.4%
O=C(Nc1ccccc1)c1ccc(NC(=O)C2CC2)cc1 | 0.1% | 3.4% | 13.7%
O=S(=O)(c1ccc(F)cc1)N1CCN(C(=S)NCc2ccccc2)CC1 | -5.1% | 2.6% | ?
O=C(NNC(=O)c1ccncc1)Nc1ccccc1 | -5.6% | 5.1% | -4.0%
CCN(C[C@H]1N[C@@](CC)(C(=O)OC)[C@H]2C(=O)N(Cc3ccccc3)C(=O)[C@@H]12)C(=O)c1ccc(C)cc1 | . | 0.9% | 14.6µM*
CCCCn1c(CNC(=O)c2ccc(OC)cc2)nnc1SCC(=O)Nc1ccccc1 | . | 2.3% | -17.3%
Cc1cc(N2CCCC2=O)ccc1S(=O)(=O)Nc1c(C)nn(C)c1C | 6.0% | -7.7% | 9.2µM*
CCS(=O)(=O)CCSc1nc2c(cc1C#N)CCCC2 | 6.2% | 1.1% | 1.2%
O=C(c1ccc2c(=O)n(C3CCCC3)c(=S)[nH]c2c1)N1CCN(C2CCCCC2)CC1 | 6.4% | 5.1% | ?
Nc1c(-c2ccccc2)c(CN2CCOCC2)nn1-c1ccc(F)cc1 | 16.6% | 5.3% | 6.3%
C[C@H]1CC[C@@H]2[C@@H](C)[C@H]3[C@H](C[C@H]4[C@@H]5CC=C6C[C@@H](O[C@]7(O[C@H]8O[C@@H](C)[C@@H](O)[C@@H](O)[C@@H]8O)C[C@@H](O[C@@H]8O[C@H](CO)[C@@H](O)[C@H](O)[C@@H]8O)[C@@H](O)[C@H](CO)O7)CC[C@]6(C)[C@H]5CC[C@@]34C)N2C1 | 9.2%[21.6 µM] | 2.2%[56.1 µM] | .

Just N370S GC and TDP1 block (5 entries from above):
compound	N370S GC	TDP1 block
COc1ccc(C2=NN(C(=S)Nc3ccccc3)C(c3ccccc3)C2)cc1 (stereo not given)	4.3%	2.2%
O=C(CCSc1nnc(-c2ccc(O)cc2)o1)N1CCOCC1	1.3%	0.0%
CSc1ccc(CCNC(=O)CS(=O)(=O)Cc2nc(-c3ccccc3F)oc2C)cc1	-7.9%	-0.1%
c1ccc(-c2ccc(N3CC[C@@]4(CCCNC4)C3)cc2)cc1	-20.6%	.
O=C(Nc1nnc(SCc2ccccn2)s1)C1CC(=O)N(c2ccc(F)cc2)C1 (stereo not given)	3.6%	3.9%

(continued)
SMILES | N370S GC | TDP1 block | TDP1 cell noCPT
CN(C)CCNC(=O)COc1cccc(Cl)c1 | -3.3% | 6.9% | -3.0%
O=[N+]([O-])c1cccc(-c2nc(-c3ccncc3)no2)c1 | 2.8% | 5.4% | -23.7%
Cc1ccc(NC(=O)Cn2nc([N+](=O)[O-])c(Br)c2C)cc1C | -2.9%[12.8 µM] | 3.0% | -4.5%
COc1ccccc1OCc1ccc(C(=O)N2CCN(C)CC2)o1 | -3.7% | 0.0% | 6.4%
Cc1c(C(=O)O)sc2nc3n(c(=O)c12)CCC3 | -11.1% | 14.1µM* | ?
CC(=O)Nc1ccc(CN2CCCC(CCC(=O)NCc3ccccc3F)C2)cc1 (stereo not given) | -2.4% | 2.5% | 2.5%
CC(=O)Nc1c(C(=O)N2CCCCCC2)cnn1-c1ccccc1 | 2.6% | 2.2% | -2.0%
COC(=O)[C@@H](NC(=O)NCc1cccs1)C(C)C | 0.7% | -6.0% | -7.5%
CC(C)c1ccc(C(C(=O)NC2CCCCC2)N(C(=O)c2csnn2)C2CC2)cc1 (stereo not given) | -0.9% | 1.0% | ?
COc1ccc(F)cc1S(=O)(=O)N1CCCN(S(=O)(=O)c2cc(F)ccc2OC)CC1 | 20.7% | 2.3% | ?
Cc1ccc(NC(=S)NC(=O)/C=C/c2ccc(Cl)cc2)cc1 | 7.2% | -1.8% | -25.3%
CC(=O)c1sc(NC(=O)CCCOc2ccc(Cl)cc2)nc1C | 1.5% | -12.3% | -8.0%
CCN(C(=O)CCn1cnc2onc(-c3ccc(F)cc3)c2c1=O)c1ccc(OC)cc1 | . | 2.1% | 18.4µM*
COc1ccc(C(=O)OCC(=O)Nc2nc3c(F)c(F)c(F)cc3s2)cc1OC | 3.2% | 0.0% | -8.9%
O=C(COc1ccccc1[N+](=O)[O-])Nc1cccc(C(=O)Nc2ccccc2C(=O)O)c1 | -16.8% | 1.1% | 2.3%
O=C(c1ccc(CNc2c(N3CCCC3)c(=O)c2=O)cc1)N1CCc2ccccc2C1 | -1.8% | -2.2% | ?
CC(C)COP(=O)(OCC(C)C)C(Nc1ccccc1)c1ccc(F)cc1 (stereo not given) | 1.0% | -8.9% | ?
COc1ccc(Oc2ccccc2/C=C/C(=O)O)cc1 | 2.2% | 1.1% | -12.2%
CCCCn1c(N)c(N2CCOCC2)c(=O)n(CC(=O)NCCc2ccccc2)c1=O | 1.4% | -2.3% | 28.4%
C[C@H](CO)N1C[C@H](C)[C@@H](CN(C)S(C)(=O)=O)Oc2ccc(NC(=O)Nc3ccc(C(F)(F)F)cc3)cc2C1=O | . | -3.3% | -11.8%
CCN(Cc1ccccc1)C1CCN(Cc2ccc(SC)cc2)CC1 | -6.0% | -13.5% | ?
CCCN(CCc1ccccc1)C1CCc2c(O)cccc2C1 (stereo not given) | -4.2%&-8.2% | 9.5%[56.1 µM] | 11.6µM*
NC(=O)COC(=O)c1ccc2c(c1)C(=O)N(Cc1ccco1)C2=O | 5.1% | -5.0% | -3.8%
CCOC(=O)CC(=O)CSc1nc(N)c(C#N)c(-c2ccc(F)cc2)c1C#N | -5.4% | 5.9% | -13.3%
COc1ccccc1OCCNC(=O)C(c1ccccc1)c1ccccc1 | 9.9% | 2.6% | ?
Cn1c(NC(=O)c2ccc(F)cc2)nc2ccccc21 | 4.0% | . | ?
O=C(NC1(C(F)(F)F)N=C(c2ccccc2)NC1=O)c1ccccc1 (stereo not given) | -12.1% | 0.0% | -19.0%
CCCn1c(C)nc2c(NCC3CCCN3CC)nc(C)nc21 (stereo not given) | -1.2% | 1.5% | .
Cn1ncc2c(N3CCC(Cc4ccccc4)CC3)ncnc21 | 6.7% | -2.7% | 16.4µM*

3 of the compounds above, with two lines to a compound:
Values run as follows: N370S GC, TDP1 block, TDP1 cell noCPT
NC(=O)COC(=O)c1ccc2c(c1)C(=O)N(Cc1ccco1)C2=O
    5.1%, -5.0%, -3.8%
CCOC(=O)CC(=O)CSc1nc(N)c(C#N)c(-c2ccc(F)cc2)c1C#N
    -5.4%, 5.9%, -13.3%
COc1ccccc1OCCNC(=O)C(c1ccccc1)c1ccccc1
    9.9%, 2.6%, ?
